Source: PubChem
14-3-3g Raf – modulators of 14-3-3 gamma protein binding, primary screen, biochemical, fluorescence polarization. AID 422, 2006. inhibition, % at 40 µM. FP, 14-3-3gamma / TMR-pS259-Raf peptide binding. 160,000 compounds, 0.19% hits. 14-3-3 protein gamma (Homo sapiens), P61981; in the data active = inhibition above about 30%;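 note: 0% = protein plus tracer without compound and 100% = blank with tracer alone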
Target sequence (P61981 whole entry, looked up): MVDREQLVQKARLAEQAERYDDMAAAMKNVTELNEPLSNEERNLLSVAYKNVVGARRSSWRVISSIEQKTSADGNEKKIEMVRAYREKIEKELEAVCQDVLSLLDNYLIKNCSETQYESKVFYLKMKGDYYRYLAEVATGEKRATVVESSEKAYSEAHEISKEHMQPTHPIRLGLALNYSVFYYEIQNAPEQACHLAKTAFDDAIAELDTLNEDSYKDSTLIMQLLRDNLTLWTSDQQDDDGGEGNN
Starred values were filed as active, the others as inactive; & = joins results of further samples. A portion of the library; rates above refer to the full screens.

SMILES	14-3-3g Raf
COC(=O)/C(=C1/Oc2cc3c(cc2S1)OCO3)C(F)(F)F	-3.1
Cc1ccc(CSC2=NCCN2C(=O)c2ccco2)cc1	0.7
COc1ccc(NC(=O)c2ccc([N+](=O)[O-])o2)c(OC)c1	-6.2
O=C(CSc1nnc(-c2ccncc2)n1Cc1ccco1)Nc1ccccc1Cl	-0.2
Cc1ccc(-c2noc(CCC(=O)Nc3cccnc3)n2)cc1	-20.0
CCCOc1cccc(C(=O)Nc2ccc(C(=O)Nc3cccc4ccccc34)cc2)c1	-0.3
CCOC(=O)c1ccc(NC(=O)c2sc3ccccc3c2Cl)cc1	3.7
CCOc1ccc(C2C(C(=O)Nc3ccc(F)cc3)=C(C)NC3=C2C(=O)CC(C)(C)C3)cc1 (stereo unspecified)	-0.8
COc1cc(CNCc2ccc(C)cc2)cc(OC)c1	-4.2
COc1ccc(N(C)C(=O)CCC(=O)Nc2ccc3nc(N4CCOCC4)cc(C)c3c2)c(OC)c1	1.3
CCOc1ccccc1N1C(=O)c2ccc(C(=O)Nc3cccnc3)cc2C1=O	7.9&-15.1
CCOC(=O)c1cccc(NC(=O)CSc2nnc(-c3ccncc3)n2CCCOC)c1	-1.6
CC(=O)c1c(C)[nH]c(C(=O)OC2CCOC2=O)c1C (stereo unspecified)	-1.7
O=C(O)CCN(CCC(=O)O)c1nnc(SCc2ccccc2)s1	4.8
C=CCn1c(C2CC2)n[nH]c1=S	-17.1
CC1(C)CC(=O)C2=C(C1)Nc1ccccc1N(C(=O)C(F)(F)F)C2c1cccc(O)c1 (stereo unspecified)	-17.8
O=C1c2ccc(Oc3ccc([N+](=O)[O-])cc3)cc2C(=O)N1c1ccc2ccccc2c1	16.6
Cc1ccc(S(=O)(=O)NC(=NCC(=O)O)c2ccccc2)cc1	-2.2
CCCCOc1ccccc1NS(=O)(=O)c1cccc([N+](=O)[O-])c1	4.8
CN1CCN(CC(C)(C)NS(=O)(=O)c2ccc(Cl)cc2)CC1	1.8
CC(C)CCn1c(SCC(N)=O)nc2c1c(=O)n(C)c(=O)n2C	2.9
Cn1c(N)c(C(=O)COC(=O)Cn2cc(C(F)(F)F)ccc2=O)c(=O)n(C)c1=O	-0.8
CCOc1ccccc1NC(=O)c1cn(CC)c(=O)c2cc(OC)c(OC)cc12	1.2
COc1ccc(S(=O)(=O)N2CCCCC2C(=O)O)cc1 (stereo unspecified)	-7.1
CCC(C)NC(=O)C1c2ccccc2C(=O)N1C1CC1 (stereo unspecified)	-11.5

Sorted by count of non-hydrogen atoms (smallest number first): twelve of the compounds above.
SMILES	14-3-3g Raf
C=CCn1c(C2CC2)n[nH]c1=S	-17.1
CC(=O)c1c(C)[nH]c(C(=O)OC2CCOC2=O)c1C (stereo unspecified)	-1.7
CCC(C)NC(=O)C1c2ccccc2C(=O)N1C1CC1 (stereo unspecified)	-11.5
COC(=O)/C(=C1/Oc2cc3c(cc2S1)OCO3)C(F)(F)F	-3.1
CN1CCN(CC(C)(C)NS(=O)(=O)c2ccc(Cl)cc2)CC1	1.8
CC(C)CCn1c(SCC(N)=O)nc2c1c(=O)n(C)c(=O)n2C	2.9
O=C(O)CCN(CCC(=O)O)c1nnc(SCc2ccccc2)s1	4.8
O=C(CSc1nnc(-c2ccncc2)n1Cc1ccco1)Nc1ccccc1Cl	-0.2
O=C1c2ccc(Oc3ccc([N+](=O)[O-])cc3)cc2C(=O)N1c1ccc2ccccc2c1	16.6
CCOC(=O)c1cccc(NC(=O)CSc2nnc(-c3ccncc3)n2CCCOC)c1	-1.6
CCOc1ccc(C2C(C(=O)Nc3ccc(F)cc3)=C(C)NC3=C2C(=O)CC(C)(C)C3)cc1 (stereo unspecified)	-0.8
COc1ccc(N(C)C(=O)CCC(=O)Nc2ccc3nc(N4CCOCC4)cc(C)c3c2)c(OC)c1	1.3

(more compounds)
SMILES	14-3-3g Raf
COc1cc(C(=O)Nc2c(C)n(C)n(-c3ccccc3)c2=O)ccc1OCc1ccc(Cl)cc1	-2.6
CC1(C)Cc2nc3n[nH]c(N)c3cc2CO1	-0.3
CC(OC(=O)c1cccs1)C(=O)NCC1CCCO1 (stereo unspecified)	1.5
COc1ccc(OC)c(S(=O)(=O)NC2CCCCC2C)c1 (stereo unspecified)	-3.3
O=C(NCCc1c[nH]c2ccccc12)c1cccc(Br)c1	-13.8
O=C(Oc1ccccc1)c1ccc(COC(=O)c2cnccn2)cc1	-2.5
COC(=O)c1ccc(CSc2nnc3ccccn23)o1	-2.5
Nc1nnc(SCC(=O)Nc2cccc([N+](=O)[O-])c2)s1	2.5
CCc1nc(C)cc2cc(OC)c(OC)cc12	11.0
CCCCOc1cc(OCCCC)c2c3c(c(=O)oc2c1)CCC3	3.2
CCCCNC(=O)CN1C(=O)CSc2ccc(S(=O)(=O)N3CCCC3)cc21	-5.5
CCN1CCN(CCCNC(=O)c2oc3ccc(S(=O)(=O)N4CCOCC4)cc3c2C)CC1	-2.2
CCCCN(c1ccccc1)S(=O)(=O)c1ccc2c(c1)CCN2C(=O)CCC(=O)O	-1.7
C1CN(CCN2CCNCC2)CCN1	-15.5
CC1Cc2nc(SCC(=O)Nc3ccc4c(c3)OCCO4)n(Cc3ccccc3)c(=O)c2S1 (stereo unspecified)	-6.9
O=C(NCC1CCCO1)c1cc2ccccc2[nH]1 (stereo unspecified)	-5.0
O=C(O)c1nc(NS(=O)(=O)c2ccc(Cl)cc2)n[nH]1	6.0
CCC1CCCCN1C(=O)c1ccc(N2CC3CC(C2)c2cccc(=O)n2C3)c(NC(=O)c2ccc(C(C)(C)C)cc2)c1 (stereo unspecified)	-2.3
CC(C)OC(=O)C1C(=O)CC(C)(O)C(C(=O)OC(C)C)C1c1ccc(Cl)cc1 (stereo unspecified)	15.6
Brc1ccc(-c2cnnc(N3CCCC3)n2)cc1	-5.4
Cc1cc(NC(=O)c2cccc([N+](=O)[O-])c2)nc2c1c(=O)oc1ccccc12	-22.7
O=[N+]([O-])c1ccc(N2CCN(S(=O)(=O)c3ccc4ccccc4c3)CC2)cc1NCc1ccco1	-5.0
COc1ccc(NC(=O)C2CC(=O)N(c3ccc(Oc4ccccc4)cc3)C2)cc1 (stereo unspecified)	-3.9
Fc1cccc(Nc2ncnc3nc[nH]c23)c1	-8.6
COc1ccc(C2CC(C(F)(F)F)n3nc(C(=O)Nc4ccccc4C(F)(F)F)c(Cl)c3N2)cc1OC (stereo unspecified)	0.8
SMILES	14-3-3g Raf
COc1ccc(C2C(C(=O)Nc3ccc(F)cc3)CCC(=O)N2c2ccc3c(c2)OCO3)cc1 (stereo unspecified)	-7.1
C=CCn1c(-c2cccc([N+](=O)[O-])c2)n[nH]c1=S	-3.6
CC1CCc2onc(C(=O)Nc3cccc(Cl)c3)c2C1 (stereo unspecified)	-22.1
CCOC(=O)C(CO)NC(=O)c1cncc(Br)c1 (stereo unspecified)	-0.8
CCCCS(=O)CC(CS(=O)CCCC)OC(=O)c1ccccc1 (stereo unspecified)	-13.3
Cc1c(C(=O)O)oc2c1C(O)CC(C)(C)C2 (stereo unspecified)	-13.8
O=c1[nH]c(SCc2n[nH]c(=S)n2-c2ccccc2)nc2ccccc12	-9.1
CC1CCC(NC(=O)CN2C(=O)C3CCCN3c3ncc(Cl)cc32)CC1 (stereo unspecified)	-18.0
COc1ccc2nc(NC(=O)C3CC=C(C)CC3C(=O)O)sc2c1 (stereo unspecified)	-10.5
O=C1c2[nH]nc(-c3ccccc3O)c2C(c2cccc(Cl)c2)N1Cc1ccco1 (stereo unspecified)	-15.0
O=C(c1ccco1)c1cn(-c2ccccc2)nc1C(=O)c1nc2ccccc2s1	-6.0
CC1CN(S(=O)(=O)c2cn(C)c(=O)n(C)c2=O)CC(C)O1 (stereo unspecified)	-0.6
CCOc1ccc(-c2nc3cc(NCc4cc([N+](=O)[O-])cc(Br)c4O)ccc3o2)cc1	-6.9
Cc1nn(CC(O)Cn2c3ccc(Br)cc3c3cc(Br)ccc32)c(C)c1Br (stereo unspecified)	4.9
O=C(c1ccccc1Cl)N1CCCC(c2nc3c(nnn3Cc3ccccc3)c(=O)[nH]2)C1 (stereo unspecified)	0.8
COc1cc(C)c(C(C)C)cc1S(=O)(=O)N1CCc2ccccc2C1	1.2
COc1ccccc1-n1nc(C(=O)Nc2ccc(F)cc2)c2ccccc2c1=O	17.9
CCC([N+](=O)[O-])C1(O)C(=O)Nc2ccccc21 (stereo unspecified)	-2.5
Cc1ccc2c(c1)-c1c(cnn1CC(=O)N(CCC#N)c1ccccc1)CO2	-0.6
O=C(CC1Sc2ccccc2NC1=O)Nc1cc(C(F)(F)F)ccc1Cl (stereo unspecified)	4.2
COc1ccc(C(N)CCc2ccc(C)o2)cc1 (stereo unspecified)	-36.5&-112.2
CCCN(CCC)C(=O)c1ccc2c(c1)N(Cc1ccccc1)C(=O)CS2=O (stereo unspecified)	3.2
Cc1ccc(CCNC(=O)CCS(=O)(=O)Cc2ccc(Cl)cc2)cc1	0.1
CC(C)(C)C(=O)NC1(C(F)(F)F)C(=O)Nc2c1c(=O)[nH]c(=O)n2Cc1ccco1 (stereo unspecified)	-2.3
CC1(C)Cc2cccc(OCC(O)CNCc3ccccn3)c2O1 (stereo unspecified)	2.8

4 compounds already listed, ordered by their value in 14-3-3g Raf, high to low:
SMILES	14-3-3g Raf
COc1ccccc1-n1nc(C(=O)Nc2ccc(F)cc2)c2ccccc2c1=O	17.9
COc1cc(C)c(C(C)C)cc1S(=O)(=O)N1CCc2ccccc2C1	1.2
Cc1ccc2c(c1)-c1c(cnn1CC(=O)N(CCC#N)c1ccccc1)CO2	-0.6
O=C1c2[nH]nc(-c3ccccc3O)c2C(c2cccc(Cl)c2)N1Cc1ccco1 (stereo unspecified)	-15.0

(list continues)
SMILES	14-3-3g Raf
CC(=O)C1=C(C)NC(=O)C(C#N)C1c1cccc([N+](=O)[O-])c1 (stereo unspecified)	0.4
COc1cc(C2Nc3ccccc3C(=O)N2c2ccccc2OC)ccc1O (stereo unspecified)	0.5
O=C(Cn1c(=O)n(Cc2ccc3c(c2)OCO3)c(=O)c2ccccc21)Nc1cc(C(F)(F)F)ccc1Cl	-8.9
Cc1ccc(S(=O)(=O)N2CCN(c3ccc([N+](=O)[O-])c(NC(C)C45CC6CC(CC(C6)C4)C5)c3)CC2)cc1 (stereo unspecified)	-9.5
CCCn1c(NCCCO)nc2c1c(=O)[nH]c(=O)n2C	0.0
COc1cc(Cn2c(N)c(C#N)c3nc4ccccc4nc32)cc(OC)c1	2.5
CN1CCc2c(C#N)c(N3CCCCC3)nc(N3CCOCC3)c2C1	-4.0
CC(=O)Oc1ccccc1N1C(=O)c2cccc([N+](=O)[O-])c2C1=O	-2.1
Cc1cc(C)n(-c2nc3sc4c(c3c3nnc(SCC(N)=O)n23)CC(C)(C)OC4)n1	-6.6
CCC1CCCCN1S(=O)(=O)c1cc(C(=O)Nc2ccc(C)c(F)c2)ccc1F (stereo unspecified)	-3.6
Cc1ccc(NC(=O)c2oc3ccc(S(=O)(=O)N(C)C4CCCCC4)cc3c2C)cc1C	-7.8
CC1=C(C(=O)Nc2ccc(C)c(Cl)c2)C(c2cccc([N+](=O)[O-])c2)NC(=O)N1 (stereo unspecified)	10.3
Cc1ccc2nsnc2c1S(=O)(=O)NCCOC12CC3CC(CC(C3)C1)C2	-1.2
COc1ccc(CCN2C(=O)CCC2(C)C(=O)NCc2cccnc2)cc1OC (stereo unspecified)	0.5&-3.6
CCOC(=O)c1sc(NC(=O)c2cc3ccccc3o2)c(C(=O)OCC)c1C	2.6
CN(C)CCCN(CCCNC(=O)/C=N/O)Cc1ccccc1	-0.1
O=C(O)c1cccc(NC2=C(n3nnc4ccccc43)C(=O)c3ccccc3C2=O)c1	-9.1
COC(=O)/C=C(\C)NC(=O)c1ccccc1Cl	-1.1
CC(C)(C)n1nnnc1C(c1cccnc1)N1CCN(C(=O)c2ccco2)CC1 (stereo unspecified)	3.8
CCOc1ccc2nc(NC(=O)C3CCCN(S(=O)(=O)c4c(C)noc4C)C3)sc2c1 (stereo unspecified)	-1.3
O=C(NCc1ccccc1Cl)c1c(O)c2ccccc2[nH]c1=O	8.3
CCn1c(N)nc2c1c(=O)n(C)c(=O)n2C	-3.4&1.7
COc1cccc(-n2nc(C(=O)Nc3ccc4c(c3)OCO4)c3ccccc3c2=O)c1	-7.1&7.2
Cn1nc(-c2ccc(N3CCOCC3)c(NC(=O)c3cccs3)c2)c2ccccc2c1=O	-7.8
Cc1cc2nc(Cc3ccc(Br)cc3)c(=O)[nH]c2cc1C	-2.0
SMILES	14-3-3g Raf
CCOc1ccc(S(=O)(=O)N2Cc3ccccc3CC2C(=O)NCCCn2ccnc2)cc1 (stereo unspecified)	0.7
CC1(C)CC(=O)C=C(NCCN2CCN(C(=O)Nc3ccc(Cl)cc3)CC2)C1	2.1
COc1ccccc1NS(=O)(=O)c1ccccc1C(F)(F)F	-2.1
CCC1Oc2ccc(Cl)cc2N(CC(=O)NC2CCCC(C)C2C)C1=O (stereo unspecified)	-2.4
CSc1ccc(-c2nc3ccccn3c2Nc2ccc3c(c2)OCCO3)cc1	4.7
CCN(C(=O)c1cc2c(=O)n3ccccc3nc2s1)c1ccccc1	-4.9
COc1ccc(-c2nc3cc(NC(=O)COc4ccc(C(C)(C)C)cc4)ccc3o2)cc1OC	-22.0
COc1ccc2c(c1)c(CC(=O)O)c(C)n2Cc1ccc(Cl)cc1	-1.4
COc1ccc(OC)c(C(=O)CSc2nc3cccnc3n2C)c1	-7.0
COc1ccccc1N1CCN(Cc2nc(-c3ccc(C)cc3)no2)CC1	0.2
ClCCCSc1nc2ccccc2s1	-2.1
COc1cc(S(=O)(=O)n2nnc3ccccc32)ccc1Cl	2.2
Nc1nc(-c2cccnc2)nn1C(=O)CCc1ccccc1	-1.4
Cc1ccc2[nH]cc(C(=O)O)c(=O)c2c1	-4.6
CCOc1ccc(-n2nc(C(=O)N3CCCCC3)c3ccccc3c2=O)cc1	-1.5
COc1ccccc1NC(=O)C1=C(C)Nc2nnnn2C1c1cccc(Br)c1 (stereo unspecified)	2.5
COc1cccc2c1Oc1cc([N+](=O)[O-])cc(C#N)c1C=C2	7.7
CCN(C(C)=O)c1nnc(-c2ccncc2)s1	-5.5
COc1cc(C(O)C(=O)O)ccc1O (stereo unspecified)	5.1
COc1ccc(NC(=O)c2c(NC(=O)c3ccc(Br)cc3)sc3c2CCCC3)cc1	-46.3
CCSCCOC(=O)C1=C(C)NC2=C(C(=O)C(C(=O)OC)C(C)C2)C1c1cccc([N+](=O)[O-])c1 (stereo unspecified)	-1.3
